Bioassay records from PubChem BioAssay.
FAS-TE inh = FAS thioesterase domain inhibitors, primary screen, biochemical, fluorescence intensity, uHTS | Fatty acid synthase (Homo sapiens), P49327 | recombinant FAS-TE, OMFH fluorogenic substrate, fluorescence endpoint | inhibition, % at 15 µM | 360,000 tested, 0.67% active | AID 602261, 2012;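 active = compounds whose normalised, plate-corrected inhibition of enzyme fluorescence in the single-dose primary screen is 50% or more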;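 note: 0% = DMSO with enzyme and 100% = substrate without enzyme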
E coli Lon inh = inhibitors of E. coli Lon protease, primary screen, biochemical, fluorescence polarization | P0A9M0 | 360,000 tested, 0.42% active | inhibition, % at 7.94 µM | purified E. coli Lon protease; in the data active = inhibition above about 13%, passing the limit was not always enough;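 note: 0% = enzyme with probe and DMSO and 100% = no enzyme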
MT1-MMP act inh = blockers of MT1-MMP proenzyme processing, primary screen, HT1080 RFP-PRO-GFP cells, GFP/RFP fluorescence; Matrix metalloproteinase-14 (Homo sapiens), P50281; GFP/RFP ratio fluorescence, overnight; percent of plate control window, DMSO zero; GFP/RFP ratio change, % at 20 µM; 360,000 tested, 0.061% active;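 active = GFP/RFP ratio change of at least 30% with cell ATP level not reduced by more than half and red fluorescence within 50% of control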; note: strong numbers were not always called active
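Material: RFP-PRO-GFP reporter HT1080 cells. Dosing: single-point 20 µM compound, 1% DMSO. Controls: DMSO and RFP-L50D-GFP cell wells. Timing: cells overnight before dosing, compound overnight, 37 °C, 5% CO2. Measure: GFP/RFP fluorescence ratio.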
MsrA act = bovine MsrA enzyme activators, primary screen, biochemical, absorbance, HTS; Methionine sulfoxide reductase A (Bos taurus); 360,000 tested, 0.3% active; purified bovine MsrA, absorbance read-out; activation, % at 10.6 µM; in the data active = activation above about 7.5%;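 note: 0% = vehicle and 100% = reference activator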
CSN deneddyl inh = inhibitors of CSN-mediated cullin deneddylation, primary screen, biochemical, fluorescence polarization, uHTS; COP9 signalosome complex subunit 5 (Homo sapiens), Q92905; AID 651999, 2013; inhibition, % at 12.5 µM; Purified CSN, SCF-Nedd8-OG deneddylation; 360,000 tested, 0.38% active;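 active = pattern-corrected inhibition above about 35%, with an unprinted fluorescence ratio check between 0.5 and 1.5, limit read from the data, passing the limit was not always enough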;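 note: 0% = enzyme with substrate and 100% = substrate without enzyme; some results filed as inactive read as strong as hits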
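Material: purified human Csn5 enzyme expressed in HEK293T cells / Medium: Tris buffer pH 7.5, NaCl, DTT, Tween-20, trehalose, ovalbumin / Compound dosing: 12.5 µM single point / Schedule: 90 min incubation of compound, enzyme and substrate at room temperature / Signal: fluorescence polarization of the substrate / Control set: no-enzyme wells high, enzyme-with-substrate wells low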
Rpn11 inh = Rpn11 (PSMD14) deubiquitinase inhibitors, primary screen, biochemical, fluorescence polarization, uHTS | 26S proteasome non-ATPase regulatory subunit 14 (Homo sapiens), O00487 | human 26S proteasome, Ub4-pepOG fluorescence polarization; 20S core pre-blocked with epoxomicin | calls only at 20 µM | 360,000 tested, 0.59% active | AID 588493, 2011;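 active = inhibition at 20 µM, scaled to each plate's controls, above about 33%, limit read from the data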
MLLE-PAM2 inh = inhibitors of PABP1 MLLE–PAM2 peptide binding, primary screen, biochemical, fluorescence polarization, FITC-PAM2, GST-MLLE; inhibition, % at 20 µM; 360,000 tested, 0.36% active; AID 588489, 2011; in the data active = inhibition above about 35%, passing the limit was not always enough;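 note: plate controls were DMSO wells with GST-MLLE for no effect and wells lacking GST-MLLE protein for full effect; some results filed as inactive read as strong as hits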
MsrA inh = bovine MsrA enzyme inhibitors, primary screen, biochemical, absorbance, HTS; inhibition, % at 15.5 µM; 360,000 tested, 0.75% active; purified bovine MsrA, absorbance read-out; Methionine sulfoxide reductase A (Bos taurus); in the data active = inhibition above about 4.5%;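 note: 0% = vehicle wells with enzyme and 100% = reference inhibitor wells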
Rin1-Abl PPI inh = inhibitors of Rin1-Abl protein binding, primary screen, biochemical, TR-FRET. inhibition, % at 7.35 µM. 360,000 tested, 0.4% active. AID 588664, 2011; in the data active = inhibition above about 5%, passing the limit was not always enough
* = called active by the depositor; i = inactive; . = not tested or not shown.

1	COc1ccc(C(=O)NCc2ccccc2CN2CCCC2)cc1S(=O)(=O)Nc1ccc(C)cc1
2	CN1Cc2c(N3CCOCC3)nc(SCCC#N)c(C#N)c2CC1(C)C
3	Cc1ccc(OCC(=O)NCCCNC(=O)c2ccc(C)nc2)cc1
4	CC(C)[C@H](NC(=O)N1c2ccccc2NC(=O)[C@@H]1C(C)C)C(=O)N[C@@H](Cc1c[nH]c2ccccc12)C(=O)O
5	CCOC(=O)Cc1csc(NC(=O)c2cc(C)on2)n1
6	Cc1ccccc1S(=O)(=O)Nc1nc2ccccc2nc1N1CCOCC1
7	CCc1cccc(NC(=O)C2CCN(c3ncnc4sc(C)c(C)c34)CC2)c1
8	CS(=O)(=O)Nc1ccc(C2=NN(C(=O)CCCC(=O)O)C(c3cccs3)C2)cc1 (configuration not stated)

Compound,1,2,3,4,5,6,7,8
FAS-TE inh,-3.0,31.1,-5.1,-1.4,-3.9,-3.7,28.9,-2.6
E coli Lon inh,-11.3,-3.3,-3.5,-10.2,-1.5,-6.1,-1.5,4.5
MT1-MMP act inh,-9.0,-4.1,-0.1,4.6,-3.0,6.8,9.5,2.6
MsrA act,-0.8,-6.0,-1.7,-2.2,-5.7,-5.1,-3.0,-1.0
CSN deneddyl inh,10.3,-12.2,4.2,-5.2,-3.0,-0.1,1.8,-1.6
Rpn11 inh,i,i,i,i,i,i,i,i
MLLE-PAM2 inh,-18.7,11.2,-5.3,-12.0,1.7,3.0,-6.9,-3.8
MsrA inh,-0.5,2.3,0.8,0.6,0.7,1.1,-0.5,3.0
Rin1-Abl PPI inh,3.0,-2.4,3.7,1.8,1.6,-5.6,0.4,-2.2

9	CCOC(=O)N1CCN(C(=O)C2CCCN(S(=O)(=O)c3ccc(OCC)cc3)C2)CC1 (configuration not stated)
10	Cc1ccc(NCN2C(=O)C(=O)c3ccccc32)nc1
11	COc1cc(C2c3cc4c(cc3OC(NNC(N)=S)C2C)OCO4)cc(OC)c1OC (configuration not stated)
12	CCOc1ccc(-c2nc(CSc3nncs3)cs2)cc1OC
13	CCCCCCN1C[C@@H](O)[C@H](n2cc(-c3ccc(F)cc3)nn2)C[C@@H]1c1ccc(OC)cc1
14	CC/C(=C\C(=O)c1ccncc1)Nc1ccc(Br)cc1
15	O=C(Nc1ccc(Cc2ccncc2)cc1)c1ccc(Cl)c([N+](=O)[O-])c1
16	COC(=O)c1ccc(C(=O)N2CCCCCC2(C)C(=O)NC(C)C)cc1 (configuration not stated)

Compound,9,10,11,12,13,14,15,16
FAS-TE inh,-3.7,-9.5,-7.4,-2.8,-3.5,-9.0,55.7*,-7.2
E coli Lon inh,3.0,-3.5,-5.1,4.6,-5.3,-0.2,-6.2,-11.9
MT1-MMP act inh,0.4,-2.4,23.9,0.7,4.5,1.4,-3.7,1.4
MsrA act,-0.8,-4.1,-1.6,-2.1,-0.6,3.2,-3.1,-0.3
CSN deneddyl inh,-1.5,8.1,-4.9,0.9,-3.0,1.9,-3.1,-2.7
Rpn11 inh,i,i,i,i,i,i,i,i
MLLE-PAM2 inh,14.9,-2.9,-63.5,-24.8,3.8,4.4,-3.6,3.7
MsrA inh,0.1,0.2,1.0,4.1,-1.6,0.3,0.3,-0.4
Rin1-Abl PPI inh,1.5,1.7,2.8,-1.4,-0.3,1.8,-0.5,1.3

17	Cc1cc(=O)cc(C)n1-c1ccccc1N1CCOCC1
18	O=c1[nH]c(NCc2ccco2)nnc1Cc1ccccc1Cl
19	CCn1c(CNC(=O)c2cccs2)nnc1SCC(=O)Nc1ccc(Cl)cc1
20	CCOC(=O)C1CCCCN1C(=O)c1ccc2nc(Cc3ccc(OC)cc3)oc2c1 (configuration not stated)
21	COC(=O)c1ccc(NCc2cc(O)ccc2O)cc1O
22	COC(=O)CSC(=S)N1CCCC(C)C1 (configuration not stated)
23	CN(C)C(=O)c1ccc(NC(=O)c2cccnc2)cc1
24	CN1C(=O)/C(=C2/C=Cc3ccccc3N2CCCS(=O)(=O)O)SC1=S

Compound,17,18,19,20,21,22,23,24
FAS-TE inh,-7.7,-15.5,-3.1,2.5,-1.6,-1.9,-3.5,7.9
E coli Lon inh,-2.3,4.4,0.1,-2.6,4.0,-1.2,-13.5,-6.8
MT1-MMP act inh,-4.9,4.4,0.0,0.2,-48.1,-0.8,5.7,41.8*
MsrA act,-1.8,-3.1,-7.7,-2.0,-4.7,-3.0,-0.6,-6.4
CSN deneddyl inh,1.5,3.2,-6.0,1.8,-0.7,-2.3,-2.1,6.7
Rpn11 inh,i,i,i,i,i,i,i,i
MLLE-PAM2 inh,-1.5,-25.9,0.2,3.2,4.3,4.8,-13.9,22.6
MsrA inh,-0.7,0.8,0.4,0.8,0.0,-0.4,0.9,1.0
Rin1-Abl PPI inh,1.5,-0.2,-1.7,0.7,-2.3,2.0,-2.5,-32.2

25	Nc1ncc2c(n1)CC(c1ccco1)CC2=O (configuration not stated)
26	CCc1cccc(NC(=O)Nc2cccs2)c1
27	COCCn1c(=N)c(C(=O)NCc2ccco2)cc2c(=O)n3cc(C)ccc3nc21
28	N#Cc1cccc(C(c2nnnn2Cc2ccccc2)N2CCCC2)c1 (configuration not stated)
29	CC1=C(C(=O)OCC2CCCO2)C(c2coc3ccccc3c2=O)C2=C(CC(C)(C)CC2=O)N1 (configuration not stated)
30	O=S(Cc1ccc(Br)cc1)Cc1nnc(SCc2c(F)cccc2Cl)n1-c1ccccc1 (configuration not stated)
31	CN1C2CCC1CC(NC(=O)c1cccc(C(F)(F)F)c1)C2 (configuration not stated)
32	CCCOc1ccc(C(=O)NNC(=S)NC(=O)CC)cc1

Compound,25,26,27,28,29,30,31,32
FAS-TE inh,-16.5,1.7,-8.4,-5.1,-1.6,26.7,-4.3,-2.3
E coli Lon inh,-5.9,-12.1,-3.7,0.8,2.9,-15.1,5.7,3.0
MT1-MMP act inh,-8.8,-0.7,-3.4,-1.5,-2.1,-9.0,-2.0,4.5
MsrA act,-13.3,4.6,-6.0,-4.7,-2.2,-8.6,-3.7,1.5
CSN deneddyl inh,3.1,4.3,-14.3,-3.8,-0.8,-3.0,-3.4,-5.4
Rpn11 inh,i,i,i,i,i,i,i,i
MLLE-PAM2 inh,17.8,11.6,68.9*,6.0,11.9,-1.4,-3.2,-4.8
MsrA inh,0.7,-0.5,0.6,0.0,-0.8,-0.5,0.5,1.0
Rin1-Abl PPI inh,2.2,1.3,-5.8,3.8,-1.3,0.3,-2.6,-1.1

33	CSc1c(C#N)c(N)nc2sc(C(=O)c3ccccc3)c(N)c12
34	COC(=O)CN(c1ccccc1)S(=O)(=O)c1ccc(F)cc1
35	CC(C)CCN1CCN(Cc2ccc3nsnc3c2)CC1CCO (configuration not stated)
36	COCCN(C(=O)CCc1nnc(Cc2c[nH]c3ccccc23)o1)C(C)C
37	O=[N+]([O-])c1ccc(C=Nc2ccc(Cl)cc2Cl)s1
38	CCC(C)(C)NC(=O)Cc1ccc(C)cc1
39	O=C(O)C(=Cc1ccccc1Cl)c1ccccc1
40	CCn1c(CC(=O)Nc2ccccc2)nnc1SCC(=O)N1CCOCC1

Compound,33,34,35,36,37,38,39,40
FAS-TE inh,-5.3,-2.4,-7.4,1.9,-2.0,-4.8,-0.1,-7.6
E coli Lon inh,11.1,-3.5,-7.1,-3.1,-6.0,-3.3,5.8,10.0
MT1-MMP act inh,.,2.9,-0.6,0.1,0.1,-6.4,3.0,-1.5
MsrA act,-12.2,4.4,-4.0,-3.9,6.0,-2.8,-9.4,-4.4
CSN deneddyl inh,9.1,-3.8,1.1,3.5,5.5,-2.8,5.0,1.6
Rpn11 inh,i,i,i,i,i,i,i,i
MLLE-PAM2 inh,11.0,4.4,19.0,-7.2,2.6,0.1,1.8,-1.0
MsrA inh,0.3,0.7,2.3,0.1,0.8,-0.5,.,0.4
Rin1-Abl PPI inh,-0.2,-0.2,-2.9,-0.3,-2.1,0.7,2.6,0.7

3 entries already listed, arranged by their value in Rin1-Abl PPI inh, low to high:
nr	Molecule	E coli Lon inh	MT1-MMP act inh	MsrA act	CSN deneddyl inh	Rpn11 inh	MLLE-PAM2 inh	MsrA inh	Rin1-Abl PPI inh
35	CC(C)CCN1CCN(Cc2ccc3nsnc3c2)CC1CCO (configuration not stated)	-7.1	-0.6	-4.0	1.1	i	19.0	2.3	-2.9
36	COCCN(C(=O)CCc1nnc(Cc2c[nH]c3ccccc23)o1)C(C)C	-3.1	0.1	-3.9	3.5	i	-7.2	0.1	-0.3
40	CCn1c(CC(=O)Nc2ccccc2)nnc1SCC(=O)N1CCOCC1	10.0	-1.5	-4.4	1.6	i	-1.0	0.4	0.7

(further entries)
41	COc1ccc(NC(=O)c2cccs2)c([N+](=O)[O-])c1
42	C#CCN(C[C@@H]1[C@@H](OC(=O)Nc2c(C)noc2C)[C@@H](OC(=O)Nc2c(C)noc2C)Cn2c(=O)n(CCCCCC)c(=O)n21)S(=O)(=O)c1ccc(C)cc1
43	CCCCCCCOc1ccc(C(=O)Nc2cccnc2)cc1
44	CSC1=NCCN1C(=O)c1c(-c2ccccc2Cl)noc1C
45	COc1ccc([C@H]2N[C@]3(CCCN(Cc4ccc(Br)cc4)C3=O)[C@H]3C(=O)N(C)C(=O)[C@@H]23)cc1
46	CC(NC(=O)CC1SC(N)=NC1=O)c1ccccc1 (configuration not stated)
47	CC(C)CC(NC(N)=O)C(=O)Nc1ccc(Oc2ccccc2)cc1 (configuration not stated)

Compound,41,42,43,44,45,46,47
FAS-TE inh,0.6,17.8,10.2,-0.2,-0.3,-8.3,1.1
E coli Lon inh,-6.4,-1.9,-5.2,-4.0,-4.1,1.1,-3.4
MT1-MMP act inh,9.2,5.4,2.1,0.5,-2.8,2.3,0.5
MsrA act,-3.7,-0.3,-3.6,3.8,-1.6,-4.8,-3.7
CSN deneddyl inh,-2.6,7.0,-4.3,-5.6,-2.5,-4.4,-7.8
Rpn11 inh,i,i,i,i,i,i,i
MLLE-PAM2 inh,0.3,-4.5,-10.8,-11.8,-4.3,-8.3,9.9
MsrA inh,1.0,-0.1,-1.2,0.1,-0.8,1.2,-0.9
Rin1-Abl PPI inh,-5.0,1.5,-1.4,-0.6,4.3,2.5,1.3
